IDE inh = inhibitors of human insulin-degrading enzyme in cells | inhibition, % at 5.59 µM | 320,000 tested, 0.41% active | HEK cells, FAbetaB cleavage, fluorescence polarization | P14735 | AID 434962;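 active = percent inhibition above the average of all tested compounds plus 3 SD, set per screening campaign, cut at about 16% in these data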;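 also: IDE supplied by intact live HEK cells; FP after avidin binding of uncleaved biotin substrate so inhibition keeps polarization high; 0% = DMSO wells and 100% = 60 µM reference IDE inhibitor Ii1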
Target sequence (P14735 whole entry, looked up): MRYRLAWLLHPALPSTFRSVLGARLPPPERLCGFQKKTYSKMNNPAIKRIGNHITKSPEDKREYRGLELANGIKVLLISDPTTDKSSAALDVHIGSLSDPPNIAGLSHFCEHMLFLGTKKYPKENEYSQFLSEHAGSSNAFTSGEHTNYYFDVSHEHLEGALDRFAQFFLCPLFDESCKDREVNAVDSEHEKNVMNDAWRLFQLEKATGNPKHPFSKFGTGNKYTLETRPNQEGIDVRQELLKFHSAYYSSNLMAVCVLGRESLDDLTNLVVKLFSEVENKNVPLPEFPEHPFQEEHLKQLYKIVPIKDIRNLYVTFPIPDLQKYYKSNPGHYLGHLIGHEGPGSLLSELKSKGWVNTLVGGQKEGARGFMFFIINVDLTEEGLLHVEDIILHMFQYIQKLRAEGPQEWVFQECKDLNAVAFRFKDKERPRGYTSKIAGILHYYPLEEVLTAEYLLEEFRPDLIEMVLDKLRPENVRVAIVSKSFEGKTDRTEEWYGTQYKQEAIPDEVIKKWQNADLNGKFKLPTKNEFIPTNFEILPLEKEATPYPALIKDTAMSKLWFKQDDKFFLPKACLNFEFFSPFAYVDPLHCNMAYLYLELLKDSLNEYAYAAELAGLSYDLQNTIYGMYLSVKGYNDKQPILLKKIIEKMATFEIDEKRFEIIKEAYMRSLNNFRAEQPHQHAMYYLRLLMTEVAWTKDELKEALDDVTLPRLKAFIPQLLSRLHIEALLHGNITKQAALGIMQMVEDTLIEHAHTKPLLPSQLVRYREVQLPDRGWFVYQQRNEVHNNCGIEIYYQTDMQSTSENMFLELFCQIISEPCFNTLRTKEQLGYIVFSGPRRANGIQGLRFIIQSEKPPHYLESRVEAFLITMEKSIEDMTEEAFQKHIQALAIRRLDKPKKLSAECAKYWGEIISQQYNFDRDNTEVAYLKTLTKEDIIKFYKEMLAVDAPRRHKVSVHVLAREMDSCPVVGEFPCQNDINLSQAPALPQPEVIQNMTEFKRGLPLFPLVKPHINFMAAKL
IDE act = IDE (human) activation, cell-based; P14735; HEK cells, FAbeta-B cleavage, fluorescence polarization; 0% vehicle, 100% cell-free pure enzyme wells; activation, % at 5.96 µM; 340,000 tested, 0.073% active; AID 493087;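 active = activation above the mean of all tested compounds plus 3 SD, set per screening campaign, cut at about 17% in these data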
Numbers without * were called inactive. This is a subset. The share of hits here may be higher or lower than overall.

[1] CCCCN(C(=O)c1c(-c2ccccc2)noc1C)c1c(N)n(CCC)c(=O)[nH]c1=O
[2] COc1ccc(NC(=O)CSc2nc3ccccc3c(=O)[nH]2)cc1S(N)(=O)=O
[3] CS(=O)(=O)Cc1ccc(C(=O)NNC(=O)c2cc(-c3ccccc3)n[nH]2)cc1
[4] N#CC1(NC(=O)CSc2nnc3n2CCCCC3)CCCCC1
[5] CCN(CC(=O)NCc1cccs1)C(=O)c1ccc(C)o1
[6] Cc1ccc(C(CC(=O)O)NC(=O)c2ccc(S(=O)(=O)N3CC(C)OC(C)C3)cc2)cc1 (stereo not drawn)
[7] CC1CCC2(CC1)NC(=O)N(CC(=O)NCc1ccc(Cl)cc1)C2=O (stereo not drawn)
[8] Cc1cc(C)c(N)cc1C

| Compound | 1 | 2 | 3 | 4 | 5 | 6 | 7 | 8 |
| --- | --- | --- | --- | --- | --- | --- | --- | --- |
| IDE inh | -5 | 0 | 3 | -1 | 5 | 6 | 6 | -3 |
| IDE act | 0 | -6 | -2 | 1 | 5 | 1 | -3 | 5 |

[9] O=C1CCC(=O)O1
[10] Nc1cc(C(=O)OCC(=O)NNC(=O)c2ccccc2F)ccc1Cl
[11] CC(C)CC(=O)Nc1ccc(C(=O)CN2C(=O)NC3(CCOc4ccccc43)C2=O)cc1 (stereo not drawn)
[12] O=C(CSc1nnc2ccccn12)Nc1ccc(N2CCOCC2)cc1
[13] COc1cc(C(=O)N(C)CC(=O)Nc2cccc(F)c2)ccc1OCc1ccccc1
[14] CCCSc1ccc([C@@H]2[C@@H]3C(=O)N(C)C(=O)[C@@H]3[C@]3(C(=O)OC)CCCCN23)cc1OC
[15] COc1ccc(S(=O)(=O)Nc2cccc3c2O[C@H](CN(C)S(=O)(=O)c2ccccc2)[C@@H](C)CN([C@H](C)CO)C3=O)cc1
[16] CC1CCCCN1C(=O)c1ccc(C(=O)Nc2ccc(F)cc2)cc1 (stereo not drawn)

| Compound | 9 | 10 | 11 | 12 | 13 | 14 | 15 | 16 |
| --- | --- | --- | --- | --- | --- | --- | --- | --- |
| IDE inh | 1 | 7 | 0 | -5 | -2 | 2 | -2 | -6 |
| IDE act | 7 | 3 | 7 | 3 | 1 | -1 | 2 | 2 |

Entries of single compounds as entered above. Screens in order: IDE inh, IDE act
Record of CC1CCCCN1C(=O)c1ccc(C(=O)Nc2ccc(F)cc2)cc1 (stereo not drawn) = -6, 2
Record of O=C1CCC(=O)O1 = 1, 7
Record of CCCSc1ccc([C@@H]2[C@@H]3C(=O)N(C)C(=O)[C@@H]3[C@]3(C(=O)OC)CCCCN23)cc1OC = 2, -1
Record of COc1cc(C(=O)N(C)CC(=O)Nc2cccc(F)c2)ccc1OCc1ccccc1 = -2, 1
Record of COc1ccc(S(=O)(=O)Nc2cccc3c2O[C@H](CN(C)S(=O)(=O)c2ccccc2)[C@@H](C)CN([C@H](C)CO)C3=O)cc1 = -2, 2

Remaining list, next part
[17] CC(CC(=O)NNC(=O)c1ccncc1)c1ccccc1 (stereo not drawn)
[18] COc1cccc(CNC(=O)COC(=O)c2c(C)nn(-c3ccccc3)c2Cl)c1
[19] CCOC(=O)C1CCN(C(=O)C2CCCN(S(=O)(=O)c3ccc(OCC)c(Cl)c3)C2)CC1 (stereo not drawn)
[20] CN1CCN(S(=O)(=O)c2ccc(N(C)Cc3cccc(F)c3)nc2)CC1
[21] N#CCCN(C(=O)COC(=O)CSc1ccc(Cl)cc1)c1ccccc1
[22] O=C(Cn1nnc(-c2ccccc2)n1)NC1CCS(=O)(=O)C1 (stereo not drawn)
[23] COc1ccc2oc(C(=O)Nc3nnc(C)s3)c(C)c2c1
[24] O=C(Nc1cccc(S(=O)(=O)N2CCCCC2)c1)c1ccc(Cl)nc1

| Compound | 17 | 18 | 19 | 20 | 21 | 22 | 23 | 24 |
| --- | --- | --- | --- | --- | --- | --- | --- | --- |
| IDE inh | -4 | 6 | 0 | 4 | 3 | -1 | 3 | 5 |
| IDE act | 2 | -1 | -1 | 5 | 4 | 1 | -1 | 7 |

[25] COc1cc(C(=O)OCC(=O)NC2CCCCC2)cc(OC)c1OC
[26] CCCCN(C(=O)c1c(C)noc1C)c1c(N)n(CCCC)c(=O)[nH]c1=O
[27] Cc1nc(N)nc(N)c1CCCc1ccc(Cl)c(Cl)c1
[28] O=C(Nc1ccc(S(=O)(=O)N2CCCC2)cc1)c1ccc([N+](=O)[O-])o1
[29] CSc1ncccc1C(=O)OCC(=O)Nc1ccc(N2CCOCC2)cc1
[30] CCOc1cc(NCc2ccccc2)c2ncn(C(C)C)c2c1
[31] O=C(CN1C(=O)C(=O)N(C2CCCC2)C1=O)Nc1ccc(OC(F)F)cc1
[32] COc1ccccc1OCCCCCCN1CCN(C)CC1

| Compound | 25 | 26 | 27 | 28 | 29 | 30 | 31 | 32 |
| --- | --- | --- | --- | --- | --- | --- | --- | --- |
| IDE inh | 1 | 1 | 4 | 0 | -4 | -7 | 6 | 0 |
| IDE act | -5 | 7 | 9 | 3 | 5 | 2 | 0 | 5 |

[33] CN(C(=O)CSc1ncnc2ccccc12)C1CCS(=O)(=O)C1 (stereo not drawn)
[34] O=C(COc1ccccc1)OCC(=O)c1c[nH]c2ccccc12
[35] CC(C(=O)Nc1ccc(Cl)cc1Cl)N1C(=O)NC2(CCCCCCC2)C1=O (stereo not drawn)
[36] O=C(CN1C(=O)NC2(CCCCCC2)C1=O)NCCc1ccccc1
[37] CCN(CC(=O)NCc1cccs1)C(=O)COc1ccccc1C#N
[38] O=C(COc1ccc(Br)cc1F)NC1CC1
[39] CC1CCCCC12NC(=O)N(CC(=O)NCCc1ccc(F)cc1)C2=O (stereo not drawn)
[40] CCN(CC(=O)Nc1c(F)cccc1F)C(=O)c1cccc(S(=O)(=O)N2CCCCCC2)c1

| Compound | 33 | 34 | 35 | 36 | 37 | 38 | 39 | 40 |
| --- | --- | --- | --- | --- | --- | --- | --- | --- |
| IDE inh | -7 | 2 | 0 | 1 | 0 | 4 | 1 | -3 |
| IDE act | 2 | 3 | 2 | 0 | 2 | 0 | 6 | 4 |

[41] CCN(CC(=O)NCc1ccc(Cl)cc1)C(=O)CSc1ccccc1F
[42] Cc1ccc(NC(=O)c2ccc3c(c2)OCCO3)nc1
[43] COc1cccc(OC)c1C(=O)NCCc1ccccc1
[44] Cc1ccc(C(=O)Nc2nc3ccc(Cl)cc3s2)o1
[45] COc1ccc(NC(=O)c2cccc(S(=O)(=O)N3CCN(c4ccccc4)CC3)c2)c(OC)c1
[46] CC(C)(CNC(=O)c1cc2c(s1)CCCC2)N1CCOCC1
[47] O=C(COC(=O)C1CC2CCCC(C1)C2=O)Nc1ccc(Cl)cn1 (stereo not drawn)
[48] CN(CC(=O)Nc1ccc(F)cc1)C(=O)CN1C(=O)NC2(CCCCC2)C1=O

| Compound | 41 | 42 | 43 | 44 | 45 | 46 | 47 | 48 |
| --- | --- | --- | --- | --- | --- | --- | --- | --- |
| IDE inh | 4 | 1 | 4 | 2 | 0 | -4 | -1 | 4 |
| IDE act | -1 | 2 | 1 | 3 | 2 | 1 | 6 | -1 |

[49] Cc1ccc(NC(=O)CN(C)C(=O)c2cccc(S(=O)(=O)NCc3ccccc3)c2)cc1
[50] COc1ccccc1Nc1nnc(SC(C)C(=O)NC2CC2)s1 (stereo not drawn)
[51] O=C(COC(=O)Cc1ccc(Br)cc1)NC1CCCC1
[52] CCCCC(CC)COC(=O)c1ccc(N(C)C)cc1 (stereo not drawn)
[53] CN(C)C1(CNC(=O)c2cccc(S(=O)(=O)NCc3ccccc3)c2)CCCCC1
[54] O=C(CN1c2cccc3cccc(c23)S1(=O)=O)NCCc1ccccc1
[55] O=C1CN(C(=O)CSc2nc3c(cnn3-c3ccccc3)c(=O)[nH]2)c2ccccc2N1
[56] C/C(=C/CCC(C)(O)C1CC[C@@]2(C)[C@@H]3CC=C4[C@@H](CC[C@H](O[C@H]5O[C@@H](CO)[C@H](O)[C@@H](O)[C@@H]5O)C4(C)C)[C@]3(C)C(=O)C[C@]12C)CO[C@@H]1O[C@H](CO)[C@@H](O)[C@H](O)[C@H]1O (stereo partly drawn)

| Compound | 49 | 50 | 51 | 52 | 53 | 54 | 55 | 56 |
| --- | --- | --- | --- | --- | --- | --- | --- | --- |
| IDE inh | 2 | -3 | 3 | 1 | 1 | 8 | -2 | 3 |
| IDE act | 2 | 5 | -1 | 3 | 1 | 0 | -7 | 1 |

Some of the entries so far, with values under each structure:
Each structure is followed by: IDE inh	IDE act
54. O=C(CN1c2cccc3cccc(c23)S1(=O)=O)NCCc1ccccc1
    8	0
51. O=C(COC(=O)Cc1ccc(Br)cc1)NC1CCCC1
    3	-1
50. COc1ccccc1Nc1nnc(SC(C)C(=O)NC2CC2)s1 (stereo not drawn)
    -3	5
53. CN(C)C1(CNC(=O)c2cccc(S(=O)(=O)NCc3ccccc3)c2)CCCCC1
    1	1
55. O=C1CN(C(=O)CSc2nc3c(cnn3-c3ccccc3)c(=O)[nH]2)c2ccccc2N1
    -2	-7
52. CCCCC(CC)COC(=O)c1ccc(N(C)C)cc1 (stereo not drawn)
    1	3

Following part:
[57] CN(CC(=O)Nc1cccc(F)c1)C(=O)CN1C(=O)NC2(CCCC2)C1=O
[58] COc1ccc(CC(=O)OCC(=O)c2ccc(S(=O)(=O)N3CCCCC3)cc2)cc1
[59] O=S(=O)(Nc1nccs1)c1ccc(NS(=O)(=O)c2c(F)cc(F)c(Cl)c2F)cc1
[60] CC(=O)Nc1ccc(C(=O)OCC(=O)Nc2ccc(S(=O)(=O)N3CCOCC3)cc2)cc1
[61] Cc1cc(C(=O)CN2C(=O)C(=O)N(Cc3ccco3)C2=O)c(C)n1CCc1ccc(F)cc1
[62] CC(C)Oc1ccccc1/C=N/n1nnnc1N
[63] C[C@@H]1O[C@@H](O[C@H]2[C@H](O[C@H]3C[C@]4(C)C(C[C@@H](O)C5C([C@]6(C)CC[C@@H](C(C)(C)O)O6)CC[C@]54C)[C@@]4(C)CC[C@H](O)C(C)(C)C34)O[C@H](CO)[C@@H](O)[C@@H]2O)[C@H](O)[C@H](O)[C@H]1O (stereo partly drawn)
[64] O=C(COC(=O)c1ccc(O)cc1)NCC1COc2ccccc2O1 (stereo not drawn)

| Compound | 57 | 58 | 59 | 60 | 61 | 62 | 63 | 64 |
| --- | --- | --- | --- | --- | --- | --- | --- | --- |
| IDE inh | 0 | -2 | 1 | -2 | 4 | 4 | -2 | 4 |
| IDE act | 2 | 2 | 4 | -3 | 0 | -3 | 5 | 1 |

[65] COc1cc(C(=O)NCC(=O)Nc2c(C)cccc2C)ccc1OCC(=O)N1CCOCC1
[66] N#Cc1ccc(C(=O)Nc2cc(-c3ccccc3)nn2-c2ccccc2)cc1
[67] CCOc1ccc(CN(C)C(=O)c2ccc(NS(=O)(=O)c3ccc4[nH]c(=O)[nH]c4c3)cc2)cc1
[68] COc1cc(C(=O)NNC(=O)c2cc(S(=O)(=O)N(C)C)ccc2N2CCCC2)cc(OC)c1OC
[69] COc1ccccc1C(=O)COC(=O)CCCN=C1NS(=O)(=O)c2ccccc21
[70] COc1ccc(Br)cc1S(=O)(=O)NCCc1cccs1
[71] CCN(CC(=O)Nc1c(F)cccc1F)C(=O)C1CC(=O)N(CCc2ccccc2)C1 (stereo not drawn)
[72] Cc1c(C(=O)NCc2ccccn2)oc2c(Cl)cccc12

| Compound | 65 | 66 | 67 | 68 | 69 | 70 | 71 | 72 |
| --- | --- | --- | --- | --- | --- | --- | --- | --- |
| IDE inh | 2 | -2 | 5 | 1 | -1 | 1 | 9 | -2 |
| IDE act | 4 | -1 | -4 | 4 | 4 | 2 | 4 | 0 |

[73] O=C1C=C(c2cccc(Br)c2)C[C@@H](c2ccc3c(c2)OCO3)C1
[74] CCOC(=O)Nc1ccc2c(CN3CCN(S(=O)(=O)c4ccc(C(C)C)cc4)CC3)cc(=O)oc2c1
[75] O=C(c1cn(Cc2ccccc2)nc1-c1cccnc1)N1CCN(Cc2ccccc2)CC1
[76] O=C(C1CCN(S(=O)(=O)c2ccc(Cl)cc2)CC1)N1CCC1
[77] O=C(CCC1CCCC1)Nc1cc(C(F)(F)F)ccc1N1CCOCC1
[78] O=C1N[C@@H](Cc2c[nH]c3ccccc23)COC(=O)[C@@H](Cc2ccc(F)cc2)CC/C=C/C[C@@H]1CC(=O)N(CCO)Cc1ccccc1
[79] Cc1ccc(CN(C)C(=O)CN2C(=O)NC3(CCCc4ccccc43)C2=O)c(C)c1 (stereo not drawn)
[80] O=C(c1cccc(Br)c1)N1CCN(c2ccc(N3CCOCC3)nn2)CC1

| Compound | 73 | 74 | 75 | 76 | 77 | 78 | 79 | 80 |
| --- | --- | --- | --- | --- | --- | --- | --- | --- |
| IDE inh | 0 | 0 | 5 | 5 | 0 | 0 | -2 | 1 |
| IDE act | 1 | -2 | 4 | 2 | 1 | 5 | 7 | 3 |

Three of the compounds above, with two lines to a compound:
Values run as follows: IDE inh | IDE act
(77) O=C(CCC1CCCC1)Nc1cc(C(F)(F)F)ccc1N1CCOCC1
  0 | 1
(78) O=C1N[C@@H](Cc2c[nH]c3ccccc23)COC(=O)[C@@H](Cc2ccc(F)cc2)CC/C=C/C[C@@H]1CC(=O)N(CCO)Cc1ccccc1
  0 | 5
(79) Cc1ccc(CN(C)C(=O)CN2C(=O)NC3(CCCc4ccccc43)C2=O)c(C)c1 (stereo not drawn)
  -2 | 7

Carrying on.
[81] O=C(CCNS(=O)(=O)c1ccccc1F)NC1CCCCCC1
[82] C[n+]1cccc(C(=O)[O-])c1
[83] C[C@H](CO)N1C[C@H](C)[C@@H](CN(C)S(=O)(=O)c2ccccc2)Oc2ccc(NS(=O)(=O)c3ccc(F)cc3)cc2C1=O
[84] CCN(CC(=O)Nc1c(F)cccc1F)C(=O)CSCC(=O)Nc1ccc(OC)cc1

| Compound | 81 | 82 | 83 | 84 |
| --- | --- | --- | --- | --- |
| IDE inh | -2 | 7 | 6 | 0 |
| IDE act | 1 | 6 | -4 | 3 |
